Assay outcomes: PubChem, Broad Institute
CFTR F508del cor: F508del CFTR correction, initial screen, CFBE line, single point. 350,000 tested, 0.36% active. activity (quench increase), % at 7.58 µM. AID 720511, 2013. CFBE cells, YFP halide quenching; stimulated with forskolin plus potentiator P3; % fluorescence drop versus neutral controls;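 active = mean added fluorescence quench of at least 8% versus neutral control, with both replicates also reaching 8%; inconclusive = only one of the mean or replicate conditions met; inactive = mean below 8% and not both replicates reaching 8%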;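 also: cells transiently co-express mutant CFTR-F508del with the halide-sensitive YFP; corrector assay measuring rescue of mutant channel to the surface after 24 h compound exposure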
XiGFP reactiv: activators of inactive X chromosome reactivation, primary screen, imaging, XiGFP fibroblasts, GFP high-content imaging, set 2. 360,000 tested, 0.055% active. activation, % at 7.58 µM. XiGFP mouse fibroblasts, % GFP-positive cells imaging, 3 d; cells co-treated with 5-aza-dC sensitizer; scaled so ellipticine positive control = 100%. AID 743238, 2013;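 active = mean normalized replicate activation at least 10% and every replicate at or above 10%; inconclusive = only one of the two criteria met; inactive = mean below 10% and not all replicates reach 10%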;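 also: 0% = median of on-plate neutral control wells and 100% = ellipticine 6 µM median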
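Material: XiGFP fibroblasts, SV40-immortalized; Buffer or medium: DMEM containing 5-aza-dC; Compound dosing: single point; Times: 3 days compound exposure.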
ARNT-TACC3 inh: disruptors of ARNT/TACC3 protein interaction, primary screen, biochemical, AlphaScreen, single concentration; Transforming acidic coiled-coil-containing protein 3 (Homo sapiens), Q9Y6A5; AlphaScreen His-ARNT PAS-B/GST-TACC3 binding, luminescence; TACC3 fragment carries E629A point mutation; inhibition, % at 9.99 µM; 390,000 tested, 0.66% active; AID 623870, 2012;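 active = mean inhibition of replicates at least 50% and at least half of replicates each reaching 50%; inconclusive = half or more replicates reach 50% but mean below 50%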;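 also: 0% = complete ARNT plus TACC3 wells and 100% = ARNT alone without TACC3; many hits fall short of the cut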
INS-1E GSIS act: GLuc luminescence reporter in INS-1E cells, primary screen for activators of glucose-dependent secretion of insulin | activation, % at 16.6 µM | INS-1E GLuc reporter insulin secretion, 2-3 h | 370,000 tested, 0.61% active | AID 743287, 2014;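 active = lowest replicate activation of at least 40%, so every replicate reaches that level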;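 also: 0% = median of neutral control wells and 100% = median of IBMX positive control wells; some compounds called inactive have numbers as strong as hits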
PAX8 reporter: inhibitors of PAX8-driven TPO luciferase reporter, primary screen, RMG-I cells, single concentration; SteadyGlo, 24 h; inhibition, % at 12.6 µM; 360,000 tested, 1.2% active; AID 652154, 2013;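 active = mean replicate inhibition at least 60% with every replicate also reaching 60%; inconclusive = only one of the two criteria is met; inactive = mean below 60% and not all replicates reaching 60%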;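 also: luciferase light reporting Pax8 driven TPO promoter activity; plate controls were median of neutral control wells for no effect and mitoxantrone controls for full effect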
DENV2 CPE: inhibitors of DENV2 cytopathic effect, primary screen, cell-based, plate reader, single concentration | CPE inhibition, % at 9.99 µM | DENV2-infected cells, cytopathic effect rescue | 350,000 tested, 1.7% active; in the data active = CPE inhibition above about 20%, passing the limit was not always enough; inconclusive = no clear call, values can overlap the other calls; tested in BHK-21 cells;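 also: 0% = median of neutral control wells and 100% = median of positive control wells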
EWS-Fli inh: EWS/Fli-driven NR0B1 reporter inhibitors, primary screen, A673 cells, NR0B1 luciferase, luminescence, MLPCN library | viability-normalised | inhibition, % at 12.6 µM | 350,000 tested, 0.67% active | AID 651661, 2012;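 active = mean inhibition of at least 50% after viability correction, with every replicate also passing that limit; inconclusive = mean reaches 50% but only one of two replicates passes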;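 also: firefly luciferase signal divided by Alamar Blue viability fluorescence both relative to DMSO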
ERp5 block: inhibitors of ERp5-driven insulin aggregation, primary screen, biochemical, turbidity, absorbance 650 nm, single point; inhibition, % at 9.99 µM; 90 min; Protein disulfide-isomerase A6 (Homo sapiens), Q15084; 350,000 tested, 0.05% active;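 active = mean replicate inhibition above about 25%, with every replicate also reaching it, limit read from the data, passing the limit was not always enough; inconclusive = only one of those two criteria met; inactive = neither criterion met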
Target sequence (Q15084 whole entry, looked up): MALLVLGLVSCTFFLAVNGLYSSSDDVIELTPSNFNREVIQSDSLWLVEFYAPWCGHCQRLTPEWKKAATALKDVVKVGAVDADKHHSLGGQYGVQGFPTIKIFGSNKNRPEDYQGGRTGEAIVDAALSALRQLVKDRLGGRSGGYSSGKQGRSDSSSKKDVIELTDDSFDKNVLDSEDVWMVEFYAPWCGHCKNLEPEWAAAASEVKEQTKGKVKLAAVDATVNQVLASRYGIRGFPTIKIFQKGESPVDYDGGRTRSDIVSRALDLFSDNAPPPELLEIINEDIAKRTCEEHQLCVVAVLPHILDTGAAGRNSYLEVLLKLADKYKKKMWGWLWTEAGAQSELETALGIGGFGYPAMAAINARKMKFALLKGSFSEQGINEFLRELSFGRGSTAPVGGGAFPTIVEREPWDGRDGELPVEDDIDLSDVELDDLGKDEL
Numbers without * were called inactive; ? = inconclusive; · = no result given; & = joins results of further samples.

molecule,CFTR F508del cor,XiGFP reactiv,ARNT-TACC3 inh,INS-1E GSIS act,PAX8 reporter,DENV2 CPE,EWS-Fli inh,ERp5 block
CC(=O)N1N=C(c2cccc(Br)c2)OC12CCCC2,-2.3,0.0,-2,7,1,-3,-2,5
CCCCC(=O)Nc1ccccc1N1CCN(c2ccc(F)cc2)CC1,-3.0,0.0,3,-22,2,-1,-7,-3
O=C(C[C@H]1C[C@H]2c3cc(NS(=O)(=O)c4ccc(F)cc4)ccc3O[C@H]2[C@H](CO)O1)NCc1cccc(F)c1,-0.9,0.4,4,-22,12,1,10,0
CO[C@H]1CN(C)C(=O)c2ccc(NC(=O)Nc3ccccc3F)cc2OC[C@H](C)N(C(C)=O)C[C@H]1C,1.3,-0.1,-9,6,-3,2,-4,-6
O=C(NCCc1c[nH]c2ccccc12)c1ccc(F)cc1F,1.1,0.1,·,-11,-91,5,-35,1
O=C(CNC1CCCCCC1)Nc1ccccc1N1CCOCC1,-4.0,0.0,-2,-2,19,3,-15,-6
CS(=O)(=O)N1[C@@H]2c3ccc(C4=CCCCC4)c(=O)n3C[C@H]1[C@H](CO)[C@H]2C(=O)N1CCOCC1,-0.8,0.3,10,18,-39,4,5,2
CN1CCC(=O)N([C@H](CSc2ccccc2)Cc2ccccc2)CC1,2.1,-0.1,-1,6,2,10,2,2
O=C(C[C@@H]1CC[C@@H](NC(=O)c2cccc(F)c2)[C@@H](CO)O1)NCc1ccccc1,0.0,-0.1,-5,-5,-9,4,1,-5
CC(=O)NC(CC(=O)NC1CCCCC1)c1ccccc1 (stereo not drawn),·,-0.1,-6,·,-4,0,35,-6
C/C=C/c1ccc(C2[C@H]3CNC[C@@H]2N3S(C)(=O)=O)cc1 (stereo partly drawn),0.7,0.0&0.1,·,7&8,·,-8,·,3
CC(Oc1cccc(Cl)c1)C(=O)Nc1ccncc1 (stereo not drawn),-2.6,0.0,-1,-3,-1,-5,3,-8
COC(C(=O)Nc1ccnn1C1CCN(Cc2nccs2)CC1)c1ccccc1 (stereo not drawn),-1.1,0.1,-4,7,12,4,·,4
COc1ccccc1OCCNC(=O)C1CC(=O)N(c2ccc3c(c2)OCCO3)C1 (stereo not drawn),1.0,0.1,0,-1,2,-5,-3,-3
CCC(C)NC(=O)CNC(=O)c1nn(-c2ccc(OC)cc2OC)c(=O)c2ccccc12 (stereo not drawn),-6.2,0.1,-33,4,-5,-5,9,4
O=C1CN(C(=O)CSc2nnnn2C2CC2)c2ccccc2N1,-2.6,0.3,10,13,9,3,7,-7
COc1ccccc1/C=C1/SC(=S)N(CCC(=O)Nc2cccnc2)C1=O,1.2,0.1,-2,-10,12,-2,3,0
CCn1c(C(=O)O)c(CC(=O)Nc2ccc(Br)cc2C)c2ccccc21,3.5,0.0,-1,17,4,-2,7,1
NC(=O)C1CCN(c2c([N+](=O)[O-])cc(C(F)(F)F)cc2[N+](=O)[O-])CC1,4.6,0.0,1,-8,-12,-3,0,-1
CC(C)c1ccc(/C=C2\SC(=S)N(CCC(=O)N3CCCCC3CCO)C2=O)cc1 (stereo not drawn),-3.4,0.0,-1,-1,38,-4,·,-2
CCCNC(=O)Nc1ccc2c(c1)C(=O)N(C)C[C@@H](OC)[C@@H](C)CN(C(=O)C1CCCCC1)[C@H](C)CO2,1.1,-0.1,·,4,-2,·,7,·
C[C@H](NC(=O)c1nc[nH]c1C(=O)N(C)Cc1ccccc1)c1ccccc1,-0.9,-0.2,3,-16,2,2,-1,6
COc1cc2c(cc1OC)C(C(=O)Nc1ccccc1N1CCN(C)CC1)C1c3ccccc3CCN1C2=O (stereo not drawn),-0.4,0.2,-1,-13,-5,4,1,-3
O=C(NCCc1ccccc1)c1cc(=O)[nH]c2ccccc12,-0.3,0.0,0,2,-3,5,-10,4
CC(C)C#Cc1cnc2c(c1)C(=O)N([C@H](C)CO)C[C@@H](C)[C@@H](CN(C)C(=O)c1cccnc1)O2,-1.4,-1.0,-7,17,-39,7,5,4
COc1ccc(NC(=O)Nc2ccc3c(c2)C(=O)N([C@H](C)CO)C[C@H](C)[C@H](CN(C)CC2CC2)OCCCC[C@@H](C)O3)cc1,2.1,0.0,4,2,-2,1,·,1
Fc1ccc2nc3c(nc2c1)CCCC3,-3.1,0.0,8,-13,28,-4,3,5
CCCN(C)C[C@H]1OCc2cnnn2CCCC(=O)N([C@@H](C)CO)C[C@H]1C,3.2,-0.2,-1,-6,-11,-13,-7,3
Cc1cc(C)n(CCCC(=O)O)n1,0.2,0.0,2,14,15,-1,7,4
COc1ccc2c3c([nH]c2c1)[C@H](CO)N(C(=O)c1ccccn1)CC31CN(S(C)(=O)=O)C1,0.2,0.0,·,35,·,1,1,8
COc1ccc(S(=O)(=O)N(C)C[C@H]2Oc3c(NC(=O)NC(C)C)cccc3C(=O)N([C@H](C)CO)C[C@H]2C)cc1,-3.0,-1.1,-6,3,·,-5,-7,1
C[C@@H]1CCCCO[C@@H](CN(C)S(=O)(=O)c2ccc(F)cc2)[C@@H](C)CN([C@H](C)CO)C(=O)c2cc(NS(C)(=O)=O)ccc2O1,-1.2,-1.0,1,25,-7,5,-11,1
C#CCOCCOCCOCCNc1nc(N2CCN(C(=O)CCCCCCCCCCNC(=O)[C@H](CCCCN)n3cc(CCO)nn3)CC2)nc(N2CCN(C(=O)CCCCCCCCCCNC(=O)[C@H](CCCCN)n3cc(CCCC(=O)O)nn3)CC2)n1,-3.7,0.0,19,·,-7,·,-13,3
COc1cc(Cl)c(CN2CCCC(CO)(Cc3ccccc3)C2)cc1OC (stereo not drawn),-0.1,0.0,17,24,9,-2,13,1
COC(=O)CN=Cc1c(C)[nH]n(-c2ccccc2)c1=O,·,0.1,-1,6,-7,-10,-4,0
Cc1ccccc1OCC(=O)OCC(=O)NC1CCCCCC1,-0.5,0.0,-4,33,-1,1,-3,-1
CSc1ccc2c(c1)C(N1CCN(C)CC1)Cc1ccc(F)cc1S2 (stereo not drawn),-1.9,-0.1,·,-25,-6,?,-3,0
CN(C)C(=O)c1cccc(-c2ccc3c(c2)[C@@H]2[C@@H](CCN2C(=O)c2ccccc2F)[C@@H](CO)N3)c1,-0.2,0.4,-6,4,-4,·,8,·
CC[C@H](C)[C@H](NC(=O)c1ccccc1)C(=O)NC(CC(=O)O)c1ccc(F)cc1 (stereo partly drawn),-0.3,0.3,16,-10,-1,2,-2,4
CCc1nc2ccc(C(=O)NCc3cccs3)cn2c1N(CC)CCN(C)C,1.5,-0.1,·,17,-1,-4,-9,1
COc1ccc(CN2CCCC(C(=O)Nc3cccc(-n4cccn4)c3)C2)c(F)c1 (stereo not drawn),-4.4,0.2,4,-15,12,-6,25,2
Cc1ccc(S(=O)(=O)N(C)C[C@H]2OCCCC[C@@H](C)Oc3ccc(NC(=O)NC(C)C)cc3C(=O)N([C@H](C)CO)C[C@@H]2C)cc1,-0.5,0.0,-4,0,-14,72*,-7,-2
CCN(CCn1cccn1)Cc1nc(-c2ccc(C(=O)OC)cc2)no1,-1.1,0.0,6,17,3,-5,8,?
CCCC(=O)NNC(=O)c1c(O)c2ccccc2[nH]c1=O,0.5,0.1,·,-8,-6,11,-2,-5
CC(NC(=S)Nc1ccc(F)cc1)c1ccccc1 (stereo not drawn),1.1,0.1,-12,-16,-4,2,6,4
O=C1C(Cl)=C(NC(=O)c2ccccc2)C(=O)C(Cl)=C1NC(=O)c1ccccc1,-7.7,1.5,-7,24,80*,0,30,7
CCCNC(=O)COc1coc(CN2CCN(c3ccccc3OC)CC2)cc1=O,-0.8,0.0,0,23,1,-1,2,0
O=C(N[C@H]1CC[C@H](CCNS(=O)(=O)c2ccc(Cl)cc2)O[C@@H]1CO)c1cccc(F)c1,1.6&1.4,-0.8&0.2,-6,-6&-8,9&14,-6&-6,7&10,3&1
C[C@@H]1CN([C@H](C)CO)C(=O)c2c(c3ccccc3n2C)-c2ccccc2CO[C@H]1CN(C)C(=O)Cc1ccccc1,3.1&0.5,0.1&-0.1,·,-12&-29,0,-2&-8,4&3,0&-3
Cc1cc(C)n(-c2c(C)[nH]c3ccccc23)n1,-1.5,0.0,1,-1,10,-3,2,3
CCCc1nnc2n1N=C(c1ccc([N+](=O)[O-])cc1)CS2,0.9,0.0,-6,-3,8,-4,7,-7

11 entries from above in a different format.
Screens in order: CFTR F508del cor	XiGFP reactiv	ARNT-TACC3 inh	INS-1E GSIS act	PAX8 reporter	DENV2 CPE	EWS-Fli inh	ERp5 block
CC[C@H](C)[C@H](NC(=O)c1ccccc1)C(=O)NC(CC(=O)O)c1ccc(F)cc1 (stereo partly drawn)
→ -0.3	0.3	16	-10	-1	2	-2	4
CCc1nc2ccc(C(=O)NCc3cccs3)cn2c1N(CC)CCN(C)C
→ 1.5	-0.1	·	17	-1	-4	-9	1
COc1ccc(CN2CCCC(C(=O)Nc3cccc(-n4cccn4)c3)C2)c(F)c1 (stereo not drawn)
→ -4.4	0.2	4	-15	12	-6	25	2
Cc1ccc(S(=O)(=O)N(C)C[C@H]2OCCCC[C@@H](C)Oc3ccc(NC(=O)NC(C)C)cc3C(=O)N([C@H](C)CO)C[C@@H]2C)cc1
→ -0.5	0.0	-4	0	-14	72*	-7	-2
CCN(CCn1cccn1)Cc1nc(-c2ccc(C(=O)OC)cc2)no1
→ -1.1	0.0	6	17	3	-5	8	?
CCCC(=O)NNC(=O)c1c(O)c2ccccc2[nH]c1=O
→ 0.5	0.1	·	-8	-6	11	-2	-5
CC(NC(=S)Nc1ccc(F)cc1)c1ccccc1 (stereo not drawn)
→ 1.1	0.1	-12	-16	-4	2	6	4
O=C1C(Cl)=C(NC(=O)c2ccccc2)C(=O)C(Cl)=C1NC(=O)c1ccccc1
→ -7.7	1.5	-7	24	80*	0	30	7
CCCNC(=O)COc1coc(CN2CCN(c3ccccc3OC)CC2)cc1=O
→ -0.8	0.0	0	23	1	-1	2	0
O=C(N[C@H]1CC[C@H](CCNS(=O)(=O)c2ccc(Cl)cc2)O[C@@H]1CO)c1cccc(F)c1
→ 1.6&1.4	-0.8&0.2	-6	-6&-8	9&14	-6&-6	7&10	3&1
C[C@@H]1CN([C@H](C)CO)C(=O)c2c(c3ccccc3n2C)-c2ccccc2CO[C@H]1CN(C)C(=O)Cc1ccccc1
→ 3.1&0.5	0.1&-0.1	·	-12&-29	0	-2&-8	4&3	0&-3

Compound profiles (already shown). Screens in order: CFTR F508del cor, XiGFP reactiv, ARNT-TACC3 inh, INS-1E GSIS act, PAX8 reporter, DENV2 CPE, EWS-Fli inh, ERp5 block
Entry for `O=C(NCCc1c[nH]c2ccccc12)c1ccc(F)cc1F` : 1.1, 0.1, ·, -11, -91, 5, -35, 1
Entry for `COc1ccc2c3c([nH]c2c1)[C@H](CO)N(C(=O)c1ccccn1)CC31CN(S(C)(=O)=O)C1` : 0.2, 0.0, ·, 35, ·, 1, 1, 8
